miR122 inh – blocks miR-122 activity in Huh7 sensor cells. Huh7 miR-122 Renilla luciferase sensor, 48 h; neutral wells = 0, positive control = 100. activation (reporter increase), % at 12.5 µM. 0.3% of 340,000 active. AID 602342;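 active means mean replicate activation score at least 90 and every replicate individually at or above 90; inconclusive means only one of the two criteria met; inactive means neither criterion met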;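 further: higher luciferase means less miR-122 activity so hits act as miR-122 inhibitors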
Cneo AK release – causes C. neoformans cell lysis; adenylate kinase release luminescence, 4 h; normalised: neutral wells 0, clomiphene wells 100; lysis activity, % at 15 µM; 0.2% of 360,000 active;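 active means mean lysis activity across replicates of at least 80%, whatever share of replicates individually reach that level; inactive means mean lysis activity below 80%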
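Assay system: Cryptococcus neoformans yeast cells / Dosing: single-point compound dose / Timing: 4 h at 37 °C static, read 1 h later / Measured by: luminescence of released adenylate kinase using an AK detection reagent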
PGC1a acetyl inh – lowers PGC1a acetylation signal in U2OS cells | 0.17% of 350,000 active | AlphaScreen anti-acetyl-lysine; with virally co-expressed GCN5 acetyltransferase | inhibition, % at 15.6 µM;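 active means every replicate shows inhibition of at least 40%; inconclusive means mean inhibition at least 40% but some replicate below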;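 further: 0% = neutral control wells and 100% = positive control wells; some results beyond the cut were filed as inactive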
An asterisk follows results filed as active; ? = inconclusive. This is a subset; the hit share may differ from the screen's.

SMILES | miR122 inh | Cneo AK release | PGC1a acetyl inh
O=C(COc1ccc(/C=N/NS(=O)(=O)c2ccccc2)cc1)NCc1ccccc1 | 9.7 | 1.4 | 20.2
C/C=C/Cn1c(SCc2ccccc2)nc2c1c(=O)[nH]c(=O)n2C | 2.5 | 1.1 | 7.7
O=C(C1CCCN(S(=O)(=O)c2cccc3nonc23)C1)N1CCC(Cc2ccccc2)CC1 (stereo not drawn) | -2.3 | 1.3 | 5.0
CCNc1oc(-c2ccccc2F)nc1S(=O)(=O)c1ccccc1 | -3.7 | 2.6 | 4.0
CCOC(=O)CSc1nnc(CNc2nc(-c3ccccc3)cs2)n1C | 4.0 | 2.1 | -20.3
Cc1nnc(N/N=C/c2cc([N+](=O)[O-])c(N3CCC(C)CC3)cc2N2CCC(C)CC2)n1N | 9.1 | -0.6 | -33.6
COC(=O)[C@H](C)NC(=O)NCc1ccccc1F | -2.8 | 0.3 | -6.9
NS(=O)(=O)c1ccc(CCNC(=O)c2cncc(Br)c2)cc1 | -3.1 | 2.8 | -2.9
Cc1cc(-n2c(C)cc(C(=O)CN3C(=O)NC4(CCCC4)C3=O)c2C)no1 | 0.8 | 0.9 | -4.4
Nc1ncnc2c1ncn2CCNCCc1ccccc1 | -9.7 | 2.0 | -6.1
CCS(=O)(=O)NCCc1cc2c(OC)ccc(OC)c2[nH]c1=O | -6.3 | -0.1 | -4.0
CCC(=O)Nc1ccc2oc(-c3cccc(C)c3)nc2c1 | 2.8 | -8.0 | -15.6
COc1cc(NC(=O)c2ccc(COCC(F)(F)F)cc2)cc(OC)c1OC | 2.7 | 0.3 | 3.6
O=C(Nc1ccccc1-c1ccccc1)C12CC3CC(CC(C3)C1)C2 | 0.0 | -1.8 | -11.0
CSc1nc2c(c(=O)n1-c1ccccc1)SCC2 | -7.4 | 2.1 | 4.3
Cc1occc1C(=O)NC(C)CCc1ccccc1 (stereo not drawn) | -4.9 | -0.2 | -0.4
CC(C)C1C(C#N)=C(N)Oc2n[nH]c(C(C)(C)C)c21 (stereo not drawn) | 1.2 | -2.3 | -3.4
CC1CC1C(=O)Nc1nc(-c2ccccn2)cs1 (stereo not drawn) | -6.6 | -0.3 | 4.6
Cc1ccc(CNC(=O)CN2CCN(Cc3ccc(C)cc3)C2=O)cc1 | -4.4 | 1.0 | -20.2
COC(=O)c1cc(NC(=O)CSc2nnc(CN3CCOCC3)n2C)ccc1Cl | 3.7 | 0.4 | 0.6

Part of the list above in order of SMILES length, falling:
SMILES | miR122 inh | Cneo AK release | PGC1a acetyl inh
Cc1nnc(N/N=C/c2cc([N+](=O)[O-])c(N3CCC(C)CC3)cc2N2CCC(C)CC2)n1N | 9.1 | -0.6 | -33.6
O=C(C1CCCN(S(=O)(=O)c2cccc3nonc23)C1)N1CCC(Cc2ccccc2)CC1 (stereo not drawn) | -2.3 | 1.3 | 5.0
Cc1cc(-n2c(C)cc(C(=O)CN3C(=O)NC4(CCCC4)C3=O)c2C)no1 | 0.8 | 0.9 | -4.4
O=C(COc1ccc(/C=N/NS(=O)(=O)c2ccccc2)cc1)NCc1ccccc1 | 9.7 | 1.4 | 20.2
COC(=O)c1cc(NC(=O)CSc2nnc(CN3CCOCC3)n2C)ccc1Cl | 3.7 | 0.4 | 0.6
C/C=C/Cn1c(SCc2ccccc2)nc2c1c(=O)[nH]c(=O)n2C | 2.5 | 1.1 | 7.7
O=C(Nc1ccccc1-c1ccccc1)C12CC3CC(CC(C3)C1)C2 | 0.0 | -1.8 | -11.0
Cc1ccc(CNC(=O)CN2CCN(Cc3ccc(C)cc3)C2=O)cc1 | -4.4 | 1.0 | -20.2
CCS(=O)(=O)NCCc1cc2c(OC)ccc(OC)c2[nH]c1=O | -6.3 | -0.1 | -4.0
CCNc1oc(-c2ccccc2F)nc1S(=O)(=O)c1ccccc1 | -3.7 | 2.6 | 4.0
COC(=O)[C@H](C)NC(=O)NCc1ccccc1F | -2.8 | 0.3 | -6.9
Nc1ncnc2c1ncn2CCNCCc1ccccc1 | -9.7 | 2.0 | -6.1

(next part)
SMILES | miR122 inh | Cneo AK release | PGC1a acetyl inh
CC(C)Cn1c(-c2ccccc2F)n[nH]c1=S | -8.7 | 2.3 | 0.7
COc1ccccc1C1CN(c2ccc(F)cc2F)N=C1c1cccs1 (stereo not drawn) | -2.4 | -0.2 | -1.3
Cc1ccc(Cl)cc1NC(=O)CC(O)(C(F)(F)F)C(F)(F)F | 3.4 | -0.4 | -13.2
O=C(Cn1c(NCCO)nc2ccccc21)NCCc1ccc(F)cc1 | 2.6 | -3.2 | 11.1
CN(CCc1cnn(C)c1)Cc1cn[nH]c1-c1ccc(-c2ccccc2)cc1 | 3.3 | 1.9 | -5.5
COC(=O)/C=C1/N/C(=N\c2nc(C)cc(C)n2)N(c2ccc(C)c(C)c2)C1=O | -2.9 | 4.3 | 0.4
C=CCOC(=O)C1=C(C)OC(N)=C(C#N)C1c1ccccc1F (stereo not drawn) | -4.8 | -1.8 | -7.1
COc1cc(/C=N/n2cnnc2)ccc1OCCSc1ccc(C)cc1 | 3.9 | 1.7 | 1.9
COc1ccc(Br)cc1CNC(=O)C1CCCN(c2nc3ccccc3o2)C1 (stereo not drawn) | -8.5 | 3.3 | -25.3
Cc1nnc(NCc2ccco2)c2ccccc12 | -1.7 | 1.3 | -10.6
O=C(C1CCCN(Cc2ccccc2C(F)(F)F)C1)N1CCCCC1 (stereo not drawn) | -1.2 | 1.5 | -5.3
COc1ccccc1CNc1ccc(N2CCCCC2)cc1 | -8.7 | 0.9 | 7.2
CC(C)C(=O)Nc1cc2c(cc1C(=O)c1ccccc1)OCCO2 | -1.3 | 0.4 | -3.0
COC(=O)[C@H](C)NC(=O)Nc1ccccc1F | -3.9 | 2.3 | 5.5
O=C(NCCCN1CCOCC1)NC1CCCCC1 | -3.4 | 0.7 | 4.6
COc1cccc(-c2csc(N3CCN(S(=O)(=O)c4ccc(F)cc4)CC3)n2)c1 | 2.8 | 2.9 | -12.9
Cc1csc(NC(=O)c2ccccc2O)n1 | 5.1 | -1.2 | 0.2
COc1ccc(CCNC(=O)Cc2cc(OCc3ccccc3)c(OC)cc2[N+](=O)[O-])cc1OC | 6.4 | -3.7 | -3.5
CCOc1ccc(N2C(=O)CSC23CCCCC3)cc1 | 2.3 | 0.0 | 32.8
c1ccc2c(-c3nnc4n3CCCCC4)c[nH]c2c1 | -4.8 | -0.3 | 4.3
CCCCSc1nc(C)c(CC(=O)O)c(=O)[nH]1 | 1.7 | 1.1 | 32.6
CCc1ccc(C(=O)NC(=S)Nc2ccccc2N2CCOCC2)cc1 | 2.0 | 12.5 | 0.1
O/N=C/c1cc(Br)ccc1OCc1ccc(F)cc1 | 5.0 | 7.0 | 1.4
O=C(NCc1ccc2c(c1)OCO2)C1CC(=O)N(c2ccc(O)cc2)C1 (stereo not drawn) | -1.4 | 0.8 | -2.1
CN(Cc1ccco1)C(=O)C1CCC(=O)N1Cc1ccc(F)cc1 (stereo not drawn) | -8.2 | 0.2 | 2.7
Cc1ccc(Cn2ccc(NC(=O)c3nc4ncccn4n3)n2)cc1 | 5.4 | 0.7 | -1.6
CCOC(=O)c1cnn(-c2ncnc3sc(C)c(C)c23)c1N | 4.7 | 3.4 | -1.0
Nc1cc(=O)[nH]c(=S)n1-c1cccc(C(F)(F)F)c1 | -15.8 | -0.7 | -8.7
O=C(NCCN1CCOCC1)c1ccc2ccccc2c1 | -6.8 | 4.5 | -24.5
COc1ccc(C2C3=C(CC(C)(C)CC3=O)Nc3c2c(=O)[nH]c(=O)n3Cc2ccccc2)cc1 (stereo not drawn) | 9.7 | 1.8 | -2.3
CC1(C)[N+]([O-])=C2C(=[N+]([O-])C1(C)C)c1ccccc1/C2=N\O | 23.9 | 2.3 | 4.8
COc1ccc2c(c1)[C@H]1[C@H](CO2)[C@H](c2ccccc2)[C@]2(C)C(=O)N(Cc3ccc(C)cc3)CC(=O)N12 | 3.6 | 1.4 | -5.9
O=C(NCC(c1cccnc1)N1CCN(c2ccccc2)CC1)c1ccc2c(c1)OCO2 (stereo not drawn) | 6.8 | -2.2 | -0.7
COc1ccc(CCn2c(C)cc3c(c2=O)C(c2ccc4c(c2)OCO4)C(C#N)=C(N)O3)cc1OC (stereo not drawn) | -1.0 | 0.1 | 10.1
COCCCNC(=O)c1ccc(Cn2c(=O)c3ccccc3n(Cc3ccccc3C)c2=O)cc1 | -4.8 | -1.3 | ?
Cc1c(NC(=O)C2CCCN2S(=O)(=O)c2ccccc2)c(=O)n(-c2ccccc2)n1C (stereo not drawn) | 3.0 | 0.2 | 25.0
COc1cc(CNc2nc(C)c([N+](=O)[O-])c(C)c2C#N)cc(OC)c1 | 5.1 | -1.5 | -16.8
COc1ccc(C(=O)Nc2ccccc2C(=O)N/N=C/c2ccccc2OC)cc1 | 114.9* | -3.8 | -0.4
O=C(O)CSc1ccc2ccccc2n1 | 6.6 | 1.4 | -2.3
COC(=O)CSc1nnc(C)c(=O)[nH]1 | 0.4 | 5.0 | -0.3
CCC/C(O)=C1\C(=O)CC(C)(C)CC1=Nc1ccc(OC)cc1OC | 40.7 | 7.6 | -7.1
CCOc1ccccc1NC(=O)c1ccccc1-c1nc(-c2ccccc2OC)no1 | 6.2 | -11.4 | 3.8
CCCc1cc(=O)[nH]c(SCC(=O)N2CCC(C(=O)OCC)CC2)n1 | 6.3 | -2.2 | 11.7
O=C(CCN1C(=O)C2C3C=CC(C3)C2C1=O)Nc1c(F)cccc1F (stereo not drawn) | -2.4 | -0.2 | -5.5
CCC(C)(C)n1nnnc1CN(Cc1cc2cc(OC)c(OC)cc2[nH]c1=O)C1CCCC1 | -2.9 | 3.0 | -22.8
c1cc2[nH]snc2c2nc(C3CC3)nc12 | -2.2 | -1.1 | 15.0
O=C(O)COc1ccc2c(c1)CCCC2 | 1.1 | 1.2 | 4.9
CN1CC(=O)NC1=NC(=O)c1ccc(Cl)c(S(=O)(=O)N2CCCCCC2)c1 | -1.3 | -0.4 | 1.3
c1cncc(-c2nc(NCC3COc4ccccc4O3)c3ccccc3n2)c1 (stereo not drawn) | 12.1 | 5.0 | -6.9
COc1ccc(-c2[nH]ncc2-c2ccc(Cl)cc2)c(O)c1 | -5.1 | 19.3 | -3.9
CC1=C(C(=O)N(C)C)C(c2ccc(Cl)c(Cl)c2)NC(=O)N1 (stereo not drawn) | 2.0 | 1.2 | 6.5
O=C(CCN1c2ccccc2Sc2ccccc21)Nc1ccccc1 | 9.8 | 3.9 | -5.0
COc1ccc(N2CCN(c3ccc(NC(=O)c4ccc5c(c4)OCO5)cc3C#N)CC2)cc1 | -7.4 | 2.1 | -3.3
Cc1ccc(CN2CCN(C(=O)c3ccco3)CC2)cc1 | 0.8 | 10.2 | 1.6
Cc1ccc(NC(=O)CSc2n[nH]c(-c3ccncc3)n2)cc1C | -2.8 | 0.0 | -1.6
C=CCN1CCN(C(c2ccc(OC)c(OC)c2)c2nnnn2C(C)(C)C)CC1 (stereo not drawn) | 1.2 | 0.3 | -16.2
Cc1ccc(CS(=O)(=O)CCC(=O)NCCCN2CCCC2)cc1 | -2.3 | -0.1 | 0.9
COc1cccc(CN(C)C(=O)c2cc(-c3ccc(F)cc3)nc3ccccc23)c1 | 6.3 | 0.1 | 4.7
Cc1cc(=O)oc2cc(OCC(=O)N3CCCc4ccccc43)ccc12 | -0.2 | -1.0 | 1.9
CCCCn1c(O)c(C=NCCCN(C)C)c(=O)[nH]c1=O | -3.7 | -0.8 | -3.5

Whole records as entered above. Order of screens: miR122 inh | Cneo AK release | PGC1a acetyl inh
Cc1ccc(CN2CCN(C(=O)c3ccco3)CC2)cc1 in the list: 0.8 | 10.2 | 1.6
COc1ccc(N2CCN(c3ccc(NC(=O)c4ccc5c(c4)OCO5)cc3C#N)CC2)cc1 in the list: -7.4 | 2.1 | -3.3

Additional records:
SMILES | miR122 inh | Cneo AK release | PGC1a acetyl inh
CCc1nc2sc(C#N)c(N)c2c2c1CCCC2 | -4.3 | 1.4 | 7.3
CCc1nc(NCCN)c(C#N)c2c1CSC(C)(C)C2 | 0.1 | 5.4 | 10.6
COCC(=O)Nc1nc(-c2ccccc2)ns1 | 3.2 | 38.0 | 6.2
Cn1c(=O)n(Cc2ccc(F)cc2)c(=O)c2c1nc1n2CCCN1C1CCCCC1 | -5.7 | -2.1 | -10.6
CC1CC(C)CN(C(=O)C2CCN(S(=O)(=O)c3cccc4cccnc34)CC2)C1 (stereo not drawn) | 0.3 | 1.4 | -7.2
CCOC(=O)CSc1cccc2cccnc12 | -7.6 | 2.9 | -13.6
CCOc1ccc(C(=O)Nc2ccc(N3CCN(C)CC3)cc2)cc1Br | -0.2 | 4.5 | -36.9
O=C(NCC1CCCO1)c1c(O)c2cccc3c2n(c1=O)CC3 (stereo not drawn) | 6.8 | -1.8 | 8.8
Cc1ccccc1NC(=O)C(C)c1ccc(-c2ccccc2)c(F)c1 (stereo not drawn) | -2.6 | 7.5 | 3.6
O=C(CC(Nc1ccccc1)C(=O)O)c1ccccc1 (stereo not drawn) | -3.7 | 7.6 | 0.8
O=C(Nc1ccccc1)c1cc(N2CCOCC2)nc2ccccc12 | 22.8 | -1.1 | -18.5
Cc1ccccc1NC(=S)NC(=O)c1cc(-c2ccccc2)nc2ccccc12 | -5.8 | 30.3 | 6.3
COc1ccc2nc(SCC(=O)/C(C#N)=C(\C)N)[nH]c2c1 | 4.7 | -0.6 | 8.3
Cc1nn(-c2ccccc2)c(N2CCCC2)c1/C=N/n1cnc2scc(-c3ccccc3)c2c1=O | 0.9 | -0.2 | 7.8
COc1ccc(OCC(=O)Nc2ccccc2OC(F)F)cc1 | 3.3 | 1.9 | -29.1

From PubChem BioAssay
